Screens deposited in PubChem BioAssay by National Center for Advancing Translational Sciences (NCATS).
p53ts 32C tox: p53ts cell cytotoxicity, permissive temperature | H1299-p53A138V at 32C, ATP luminescence viability, 24 h | Potency, µM (top dose mostly 46.1 µM), for inactives: top-dose activity change, negative = cytotoxicity, actives largely listed as cytotoxic | hit rate 0.93% among 130,000 | AID 924;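 note: 0% = DMSO and -100% = full killing by reference compound; nearly all actives have a fitted effect of over 55% in size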
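Cells: H1299 p53ts (A138V), 600/well, pre-incubated 16–30 h at 37C. Cpd up to 46 uM, 24 h, 32C. Readout: ATPlite luminescence, 20 min RT. Normalization: DMSO vs tamoxifen 100 uM. AC50 by Hill equation.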
p53ts 39C tox: cytotoxicity in p53ts cells at nonpermissive temperature; Potency, µM (series often up to 46.1 µM), without a hit: at the highest dose activity change, negative = cell killing, most hits filed as cytotoxic; H1299-p53A138V viability at 39C, ATP luminescence, 24 h; hit rate 1.5% among 130,000; AID 902; note: nearly all actives have a fitted effect of over 55% in size
IkB sig inh: inhibitors of IkB signaling in ABC-DLBCL cells | ABC-DLBCL IkBa-CBG/CBR dual luciferase ratio, 4 h; response scale: scaled: untreated 0%, proteasome inhibitor 100% | hit rate 0.04% among 110,000 | Potency, µM (series often up to 57.1 µM), for the others: top-dose IkBa stabilization activation | AID 445; active = well fitted curve in the direction sought with a large enough effect in the signal ratio, not every such curve was filed as active; inconclusive = small, poorly fitted or top-dose-only effect, or a change in a side signal; the % refers to the signal ratio;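 note: the direction sought is a rising ratio; 0% = basal untreated cells and 100% = reference inhibitor full response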
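In this assay, an IκBα–CBG68 fusion accumulates when IKK-driven degradation is blocked; native CBR normalizes for cell number. OCI-Ly3 cells were treated 4 h with compound and doxycycline, then green and red light read after Chroma-Glo addition.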
Peg3 imprint: induces erasure of genomic imprints in mouse ES cells; mouse ES Peg3-LacZ reporter, beta-gal luminescence, 40 h; Potency, µM (top dose mostly 60.7 µM), without a hit: at the highest dose activity change, positive = activation, hits mostly activators; hit rate 0.02% among 110,000;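 note: 0% = negative control wells on the plate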
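Readout: BetaGlo luminescence (5 min, room temp) for LacZ from the normally silent maternal Peg3 allele in female Peg3LacZ-Neo ES cells. Cells 300/well, 40 h, 37C, 5% CO2. Data normalized per plate to negative controls.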
Numbers without * were called inactive; u = inconclusive; x = not tested or not shown; & = joins results of further samples; [ ] = remark or other dose. Unless noted, calls come from the whole dose curve; as a rule, active = well fitted curve in the direction sought with a large enough effect; inconclusive = small, poorly fitted or top-dose-only effect, or another doubt; inactive = no such curve, though single readings can be large; an effect the other way counts as inactive or inconclusive. Unless noted, % is set by controls: 0 for no effect and ±100 for the full control effect; potency is the fitted concentration of half-maximal effect.

SMILES	p53ts 32C tox	p53ts 39C tox	IkB sig inh	Peg3 imprint
O=C1CC(c2ccco2)CC(O)=C1C=NCCN1CCNCC1 (configuration not stated)	3%	-3%	0.1%	-10%
COc1ccc(-c2cc(C)no2)cc1S(=O)(=O)NC(C)C	0%	19%	-1.9%	9%[10.9 µM]
Cc1ccc(NC(=O)CN2C(=O)CC(c3ccc(F)cc3)=Nc3ccccc32)cc1F	-13%	u	-0.9%	-11%[10.9 µM]
COc1ccc(-n2c(=O)c(C)nc3cnc(N(C)C)nc32)cc1	-9%	-4%	-0.1%[11.4 µM]	x
Cc1ccc(CCNC(=O)c2nnn(-c3cccc(C)c3)c2N)cc1	-27%	-17%	-0.1%	-18%
CC1(C)CC(N2CN(C3CCCCC3)CC2=O)CC(C)(C)N1	5%	5%	0.8%	-9%
Cc1ccc(Cn2c(SCc3ccc(C(=O)O)cc3)nc3cccnc32)cc1	-9%	-20%	u	8%[10.9 µM]
CCn1cc(Cl)c(C(=O)Nc2nc3ccccc3n2CCN2CCCCC2)n1	-5%	-4%	0.0%	15%
O=C(NCCCN1CCN(c2ccccc2F)CC1)c1sc2ncccc2c1-n1cccc1	-21%	-15%	1.2%	-15%[10.9 µM]
Cc1ccc(-c2cn3c(n2)sc2cc(C(=O)N4CCCCC4)ccc23)cc1	-1%	-21%	u	-15%[10.9 µM]
Cc1ccc(-c2nnc(Nc3ccc(Br)cc3)c3ccccc23)cc1S(=O)(=O)N1CCCCC1	1%	9%	u	-18%[10.9 µM]
Cc1cc(C)c(NC(=O)Cn2c(SCC(=O)NCc3ccccc3)nc3ccccc32)c(C)c1	-12%	12%	-0.6%	-5%[10.9 µM]
Cc1ccc(Nc2c(N)c(=O)oc3ccccc23)cc1	-2%	-9%	x	x
COc1cc(CC(=O)Oc2ccc3c(c2)OCO3)cc(OC)c1OC	1%	-12%	0.9%	5%
COC(=O)c1sc(NC(=O)C2CCCO2)c(C(=O)OC)c1C (configuration not stated)	2%	7%	11%	-11%
CCOC(=O)c1c(C)[nH]c(C)c1S(=O)(=O)N1CCC(C(=O)N2CCN(c3cccc(C)c3C)CC2)CC1	2%	-6%	1.0%	3%[10.9 µM]
CCC(C)(C(=O)Nc1ccc2c(c1)OCCO2)N(C(C)=O)c1ccc(C(N)=O)cc1 (configuration not stated)	4%	1%	0.0%	-9%
O=C(NCCNC(=O)C(F)(F)F)c1ccncc1	4%	10%	-1.1%	-4%
Cc1ccccc1S(=O)Cc1ccc(C(=O)N2CCN(c3cccc(C)c3C)CC2)o1 (configuration not stated)	-25%	-27%	-4.0%	-28%[10.9 µM]
COc1ccc(OC)c(NC(=O)c2nc(SCc3ccccc3F)ncc2Cl)c1	10%	-10%	-0.5%	-8%[10.9 µM]
COc1ccc(C)cc1NC(=O)c1c2c(nc3ccccc13)C(=O)N(C1CCCCC1)C2	-22%	10µM*	u	-8%[10.9 µM]
O=C(CSc1nnc(-c2ccccc2F)o1)Nc1cccc(C(F)(F)F)c1	2%	9%	0.1%	-8%[10.9 µM]
Cn1c(SCc2ccc(F)cc2)nc2ccc(C(=O)NCc3ccc(F)cc3)cc21	12%	-17%	u	-8%[10.9 µM]
CCOc1ccc(NC(=O)Cn2cc(C(=O)c3ccc(C)c(C)c3)c(=O)c3cc(OC)c(OC)cc32)cc1	13%	7%	3.4%	2%[10.9 µM]
C=COCCNC(=O)C1CC(=O)N(c2ccc(C)cc2)C1 (configuration not stated)	2%	-5%	0.5%	2%
Remaining list, next part
SMILES	p53ts 32C tox	p53ts 39C tox	IkB sig inh	Peg3 imprint
COc1ccc(C(=O)n2nc(-c3ccc(C)cc3)nc2N)cc1OC	-8%	-12%	0.2%	6%
O=C(CN1CCOCC1)Nc1ncc(Br)cc1Br	1%	-1%	-1.5%	-4%
CO/N=C1/[C@H]2O[C@@H]2[C@@H](O)[C@H]2[C@H]1CCn1c(=O)n(-c3ccccc3)c(=O)n12	5%[9.22 µM]	0%[9.22 µM]	x	x
COc1ccc(CNC(=O)c2cc(-c3ccco3)on2)cc1	7%	-5%	0.5%	-20%
CC(C)c1ccccc1N1CC(C(=O)O)CC1=O (configuration not stated)	-3%	2%	9.4%	-3%
O=C(NCCN1CCN(c2ccccc2F)CC1)c1cccn2c(=O)c3ccccc3nc12	11%	-8%	1.5%	-4%
NC(=O)c1ccc(NC(=O)COC(=O)c2c3c(nc4ccccc24)/C(=C\c2ccc4c(c2)OCO4)CCC3)cc1	26%	-15%	x	x
COC(=O)Cc1c(C)c2ccc(OCC(=O)N3CCOCC3)cc2oc1=O	3%	4%	-0.5%	-18%
Cc1nn(CCCC(=O)NCCc2ccc(Cl)cc2)c(=O)c2c1sc1ccccc12	u	20µM*	2.5%	-23%[10.9 µM]
Cc1cc(C)c2c(c1)-c1c(ssc1=S)C(C)(C)N2C(=O)CSc1nncn1C	18%	-2%	u	-8%
O=C(Nc1ccccc1C(=O)NCCCn1ccnc1)c1ccc(Cl)cc1Cl	-12%	19%	x	x
CCOc1ccc(NC(=O)C2CCCN(C(=O)NCc3ccccc3)C2)cc1 (configuration not stated)	4%	28%	x	x
COc1ccccc1/C=C/c1nc(C#N)c(N2CCN(c3ccccc3)CC2)o1	-3%	-16%	0.7%	-8%[10.9 µM]
O=C(CCNC(=O)Cn1ccc2ccccc2c1=O)NCCCN1CCN(c2ccccc2F)CC1	-1%	2%	0.1%	-19%
COc1ccccc1N1CCN(S(=O)(=O)c2c(C)sc3ncn(CC(=O)Nc4cccc(Cl)c4)c(=O)c23)CC1	-8%	4%	8.3%	6%[10.9 µM]
O=C(CN1CCCCC1)N1c2ccccc2Sc2ccc(C(F)(F)F)cc21	1%	10%	x	x
CC(=O)Nc1cc(-c2nn(CC(=O)N3CCCCC3)c(=O)c3ccccc23)ccc1N1CCOCC1	6%	15%	-0.7%	4%
CC(C)C(c1nnnn1Cc1ccccc1)N1CCc2ccccc2C1 (configuration not stated)	-3%	-13%	3.9%	-7%
COc1ccc(OC)c(CCNC(=O)CS(=O)(=O)Cc2nc(-c3cccc(Cl)c3)oc2C)c1	-7%	2%	u	-14%[10.9 µM]
Cc1ccnc2nc(C(=O)N3CCN(S(=O)(=O)c4ccccc4)CC3)nn12	1%	2%	-0.9%	-5%
Cc1cccc(CSc2cn(CC(=O)N3CCOCC3)c3ccccc23)c1	-8%	-21%&-7%	u	-13%[10.9 µM]
O=C(C1CCC1)N1CCc2cc(S(=O)(=O)Nc3ccc4c(c3)OCO4)ccc21	-7%	-5%	3.2%	-12%
O=C(CCCC(=O)OCC1CCCO1)OCC1CCCO1 (configuration not stated)	4%	-17%	0.8%	22%
CCCCN(C)C(=O)C1CCN(Cc2ccc(OCc3ccccc3)cc2)CC1	-5%	-2%	x	x
COc1ccc(NC(=O)C(C)n2nnc3sc(-c4ccccc4)cc3c2=O)cc1Cl (configuration not stated)	-20%	-26%	u	9%[10.9 µM]

Profiles from above.
Listed for COc1ccc(OC)c(CCNC(=O)CS(=O)(=O)Cc2nc(-c3cccc(Cl)c3)oc2C)c1 : p53ts 32C tox: -7%; p53ts 39C tox: 2%; IkB sig inh: u; Peg3 imprint: -14%[10.9 µM]
Listed for CCOc1ccc(NC(=O)C2CCCN(C(=O)NCc3ccccc3)C2)cc1 (configuration not stated) : p53ts 32C tox: 4%; p53ts 39C tox: 28%; IkB sig inh: x; Peg3 imprint: x

More entries
SMILES	p53ts 32C tox	p53ts 39C tox	IkB sig inh	Peg3 imprint
COc1ccc(Nc2cc(C)nc3nc(C)nn23)cc1Cl	8%	3%	1.2%	-11%
c1ccc(SCc2nc(-c3cccnc3)no2)cc1	-24%	-25%	7.6%	-16%
c1ccc(Cn2nnnc2CN2CCN(Cc3ccc4c(c3)OCO4)CC2)cc1	-6%	-5%	0.1%	-7%
CCc1cccc(CC)c1NC(=O)COC(=O)Cc1ccsc1	-29%	83%[activator]	x	x
COc1ccccc1-c1noc(-c2ccc(NCc3ccco3)c([N+](=O)[O-])c2)n1	-3%	-6%	-0.9%	-3%[10.9 µM]
Cc1cccc(-c2nc(CCNC(=O)Cc3ccccc3)cs2)c1	0%	u	-3.3%	2%[10.9 µM]
O=C(O)C1CC=CCC1C(=O)Nc1cccc(Cl)c1Cl (configuration not stated)	0%	-6%	x	x
Nn1c(COc2ccccc2)nnc1SCC(=O)O	-4%	0%	0.7%	-2%
CSc1ccc(-c2nnn(Cc3ccccn3)n2)cc1	-21%	u	0.3%	u
Cc1ccc(C)c(N2CCN(C(c3ccccc3)c3nnc(-c4ccccc4)o3)CC2)c1 (configuration not stated)	8%	-15%	u	-8%[10.9 µM]
CCc1nc2ccccc2n(CCOCCn2c(=O)c(CC)nc3ccccc32)c1=O	2%	2%	-0.8%	9%
Cc1ccccc1-n1c(SCC(=O)N2CCN(c3ccccc3)CC2)nnc1-c1ccncc1	1%	8%	1.8%	-14%
O=C(Cn1nc(Cc2cccnc2)c2ccccc2c1=O)N1CCN(C(=O)c2ccco2)CC1	-2%	1%	-1.8%	-8%
CCc1ccccc1NC(=O)CN(c1ccccc1)S(=O)(=O)c1ccsc1C(=O)OC	-9%	u	1.0%	-14%[10.9 µM]
Cn1cc(S(=O)(=O)N2CCCCCC2)cc1C(=O)Nc1ccccc1F	-2%	-5%	u	16%[10.9 µM]
O=C(c1ccccc1-c1ccccc1)N1CCCC1	8%	10%	-0.4%	-7%
Cc1ccc(C)n1-c1nnc(N2CCC(C(=O)Nc3ccccc3Br)CC2)s1	-12%	u	1.5%	-14%[10.9 µM]

Gathered by group: the compounds so far with an aryl methoxy group
SMILES	p53ts 32C tox	p53ts 39C tox	IkB sig inh	Peg3 imprint
COc1ccc(-c2cc(C)no2)cc1S(=O)(=O)NC(C)C	0%	19%	-1.9%	9%[10.9 µM]
COc1ccc(-n2c(=O)c(C)nc3cnc(N(C)C)nc32)cc1	-9%	-4%	-0.1%[11.4 µM]	x
COc1cc(CC(=O)Oc2ccc3c(c2)OCO3)cc(OC)c1OC	1%	-12%	0.9%	5%
COc1ccc(OC)c(NC(=O)c2nc(SCc3ccccc3F)ncc2Cl)c1	10%	-10%	-0.5%	-8%[10.9 µM]
COc1ccc(C)cc1NC(=O)c1c2c(nc3ccccc13)C(=O)N(C1CCCCC1)C2	-22%	10µM*	u	-8%[10.9 µM]
CCOc1ccc(NC(=O)Cn2cc(C(=O)c3ccc(C)c(C)c3)c(=O)c3cc(OC)c(OC)cc32)cc1	13%	7%	3.4%	2%[10.9 µM]
COc1ccc(C(=O)n2nc(-c3ccc(C)cc3)nc2N)cc1OC	-8%	-12%	0.2%	6%
COc1ccc(CNC(=O)c2cc(-c3ccco3)on2)cc1	7%	-5%	0.5%	-20%
COc1ccccc1/C=C/c1nc(C#N)c(N2CCN(c3ccccc3)CC2)o1	-3%	-16%	0.7%	-8%[10.9 µM]
COc1ccccc1N1CCN(S(=O)(=O)c2c(C)sc3ncn(CC(=O)Nc4cccc(Cl)c4)c(=O)c23)CC1	-8%	4%	8.3%	6%[10.9 µM]
COc1ccc(OC)c(CCNC(=O)CS(=O)(=O)Cc2nc(-c3cccc(Cl)c3)oc2C)c1	-7%	2%	u	-14%[10.9 µM]
COc1ccc(NC(=O)C(C)n2nnc3sc(-c4ccccc4)cc3c2=O)cc1Cl (configuration not stated)	-20%	-26%	u	9%[10.9 µM]
COc1ccc(Nc2cc(C)nc3nc(C)nn23)cc1Cl	8%	3%	1.2%	-11%
COc1ccccc1-c1noc(-c2ccc(NCc3ccco3)c([N+](=O)[O-])c2)n1	-3%	-6%	-0.9%	-3%[10.9 µM]
